# Source: PubChem BioAssay
# mHTT CaM bind: inhibitors of human mutant huntingtin-calmodulin interaction; P42858; AlphaScreen His-mHTT/GST-CaM binding, luminescence; inhibition, % at 15 µM; actives 3.6% (n = 190,000); AID 1671202;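 also: 0% = both proteins with DMSO and 100% = one protein alone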
# Pf apPOL block: Pf-apPOL DNA polymerase inhibition. Recombinant Pf-apPOL, molecular beacon fluorescence, 1.5 h. inhibition, % at 10 µM. actives 0.25% (n = 210,000). AID 1794808
# The depositor's hits bear a star; i = inactive; . = no result given; & = joins results of further samples. Rule as the data show it: active = inhibition above about 50%; inactive = the rest.
item	Compound	mHTT CaM bind	Pf apPOL block
1	COc1cccc2cc(-c3cc(=O)oc4ccc(OCC(=O)OC(C)C)cc34)oc12	0	-13
2	COc1ccc(C2(CNC(=O)c3cccc([N+](=O)[O-])c3)CCCCC2)cc1OC	10	7
3	Cc1nn2cc(-n3cc([N+](=O)[O-])cn3)cnc2c1[N+](=O)[O-]	-3	.
4	Cc1ccc(-n2ncc3c(=O)n(CC=Cc4ccccc4)cnc32)cc1	-10	-8
5	Cc1cnc(NC(=O)C2CCNCC2)s1	-2	1
6	CC(C)CNC(=O)c1ccc(-c2ccc3c(c2)OCO3)s1	-10	-2
7	COc1ccc(C2C3C=CCC(c4cccc(-c5ccc(N(C)C)cc5)c4)C3C(=O)N2Cc2ccccc2)cc1Cl (stereo not given)	16	-5
8	COc1cc(/C=c2\sc3nc(-c4ccccc4Br)nn3c2=O)cc(OC)c1OC	5	3

# Single records, as listed above. Order of screens: mHTT CaM bind	Pf apPOL block
# Cc1ccc(-n2ncc3c(=O)n(CC=Cc4ccccc4)cnc32)cc1 in the list: -10	-8
# COc1ccc(C2C3C=CCC(c4cccc(-c5ccc(N(C)C)cc5)c4)C3C(=O)N2Cc2ccccc2)cc1Cl (stereo not given) in the list: 16	-5
# Cc1nn2cc(-n3cc([N+](=O)[O-])cn3)cnc2c1[N+](=O)[O-] in the list: -3	.

# Remaining list, next part
item	Compound	mHTT CaM bind	Pf apPOL block
9	COc1cc(OC)c(OC)cc1/C=C1\CN(C)C/C(=C\c2cc(OC)c(OC)cc2OC)C1=O	43	4
10	O=C(O)CCC(=O)Nc1cccc(-c2nc3ccccc3[nH]2)c1	-1	0
11	CN(C)c1ccc(C(=O)N2N=C(c3ccc(Cl)cc3)CC2(O)C(F)(F)F)cc1 (stereo not given)	10	-6
12	Cc1c(C(=O)Nc2ccc3c(c2)OCO3)sc2ncn(C)c(=O)c12	2	5
13	CCNC(=O)C1CCCN1C(=O)c1ccccc1 (stereo not given)	1	-3
14	CCc1ccccc1NC(=O)CN(c1cccc(Cl)c1Cl)S(C)(=O)=O	-2	-13
15	CCCOc1cccc(C(=O)Nc2cccc(-c3nc4ncccc4o3)c2)c1	-4	-6
16	Cc1ccc(S(=O)(=O)Nc2ccc(NC(=O)C3CCCCC3C(=O)O)cc2)cc1 (stereo not given)	4	-9
17	CCCn1c2ccccc2c2nnc(SCC(=O)NC(C)c3ccccc3)nc21 (stereo not given)	4	-2
18	CCOc1ccccc1/C=C1\N=C(c2ccc(Cl)cc2Cl)OC1=O	4	-4
19	COc1ccc(C(=O)N=C2C=C(C)C(=O)C=C2C)cc1OC	-4	1
20	COc1ccccc1C/C(N)=N/OC(=O)COc1ccc(C(C)(C)C)cc1	i	-2
21	COc1cc(NC(=O)C2CCN(c3nccc(C)n3)CC2)cc(OC)c1OC	0	0
22	COC(=O)C1CCCN1C(=O)c1nc(C2CCC2)oc1C (stereo not given)	1	-3
23	O=C(NCCc1ccc(Cl)cc1)C1CCC(CNS(=O)(=O)c2cccs2)CC1 (stereo not given)	2	-1
24	O=C(O)CCCCCn1c(SCC(=O)Nc2ccc(F)cc2)nc2ccsc2c1=O	17	-5
25	N=S(c1ccc(Cl)cc1)c1cccs1 (stereo not given)	.	-3
26	O=C(Nc1ccc(Cl)c(Cl)c1)Nc1ccc2c(c1)OCO2	16	0
27	CCN(CC)CCNC(=O)C1CCN(c2ncnc3c2nc2n3CCCCC2)CC1	-2	-1
28	O=C(NCc1ccccc1Cl)C1COCC(=O)N1Cc1ccccc1 (stereo not given)	-15	-1
29	COc1cc(N/C=C(\C#N)c2nc(-c3cc4ccccc4oc3=O)cs2)c(OC)cc1Cl	2	0
30	Cn1nc(-c2nc(Cc3ccccc3)no2)c2c1CCN(C(=O)c1ccc(Cl)cc1)C2	6	0
31	O=C(Oc1ccc2c(c1)OC(=Cc1ccco1)C2=O)c1cccc([N+](=O)[O-])c1	3	2
32	CC(=O)c1ccc(N2CCN(C(=O)c3ccc(F)cc3F)CC2)c(F)c1	1	-2
33	O=C(CC1SC(=Nc2ccc(O)cc2)NC1=O)Nc1ccc(F)cc1 (stereo not given)	1	-7
34	CCNC(=O)C1Cc2ccc(OC)cc2N2CCN(c3ccccc3OC)CC12 (stereo not given)	47	-1
35	Cc1ccc(-c2cc(C(=O)N3CCN(c4ccccn4)CC3)c(C)[nH]2)cc1	77*	-2
36	CC(C)C(=O)N1N=C(c2ccc([N+](=O)[O-])cc2)CC1(O)C(F)(F)F (stereo not given)	0	-3
37	CC1=C(C(=O)Nc2ccc(Br)cn2)C(c2cccnc2)C2=C(CCCC2=O)N1 (stereo not given)	1	-6
38	CC1CN=C2C(N3CCN(C(=O)c4ccc(C#N)cc4)CC3)=NC=CN21 (stereo not given)	9	-12
39	O=C(NCc1ccco1)N1CCOCC1	-6&3	-1
40	Cc1ccc(C2=N/C(=C\c3ccc(Cl)cc3)C(=O)O2)cc1[N+](=O)[O-]	3	-3
41	O=C(O)c1cc(C2CCCCC2)no1	0	.
42	Fc1ccc(CNc2cc(-n3ccnc3)ncn2)c(F)c1	22	-25
43	NC(=O)CNC(=O)c1ccccc1	1	-10
44	O=C(O)C1CN(S(=O)(=O)c2ccccc2)CCN1S(=O)(=O)c1ccccc1 (stereo not given)	1	1
45	Cc1nc(NC(=O)C(C)Cn2nc(-c3cccs3)ccc2=O)sc1C(=O)N(C)C (stereo not given)	-5	-8
46	CCc1cc(C(=O)Nc2cccc(OC)c2)nc2ccnn12	-15	-2
47	COc1ccc(Nc2ccc3c(=O)c(-c4ccccc4OC)c(C)oc3c2)cc1	31	0
48	Cc1noc(C)c1S(=O)(=O)Nc1ccc(N2CCN(C(=O)OC(C)(C)C)CC2)nc1	.	-4
49	O=C1CCCC2=C1C(c1ccc3c(c1)OCO3)Nc1ccc3ncccc3c12 (stereo not given)	4	-3
50	O=C(Cc1ccc(Cl)s1)Nc1nc2c(s1)Cc1ccccc1-2	1	-3
51	Cc1ccc(CNC(=O)c2ccn3c(-c4cc(F)cc(F)c4)nnc3c2)cc1	2	-2
52	Cc1cccc(N2C=C(C#N)S(=O)(=O)c3cc(F)ccc32)c1C	-7	0
53	Cc1cccc(C2=N/C(=C\c3cccc(F)c3)C(=O)O2)c1	6	-1
54	CCn1nc(C)c2ccn(CC(=O)NC3CCCCCC3)c(=O)c21	-3	0
55	Cc1c(NC(=O)Cc2ccccc2)cccc1-c1nc2ccccc2s1	-2	-1
56	COc1ccc(C(=O)NNS(=O)(=O)c2ccc(CNC(=O)c3ccc(Cl)cc3)s2)cc1OC1CCCC1	.	9
57	COc1ccccc1NC(=O)N1CCN(C(=O)OC(C)(C)C)CC1	.	-7&-4
58	Oc1ccc(SCCCCN2CCOCC2)cc1	-2	0
59	O=c1nc(/C=C/c2ccc(Cl)cc2)oc2ccccc12	14&9	-1&-6
60	Clc1ccccc1C1C=C(c2ccccc2)Nc2ncnn21 (stereo not given)	-1	6
61	Cc1ccc(C(=O)N2CCC3(CC2)NC(=O)c2ccc(Cl)cc2N3)cc1	1	2
62	COc1cc2c(cc1OC)CN(C/C=C/c1ccccc1[N+](=O)[O-])CC2	31	-1
63	Cc1nc(-c2ccccc2F)sc1C(=O)N1CCCC1	0	-7
64	O=C(Oc1ccc(C=Cc2ccncc2)cc1)c1ccc2c(c1)OCO2	-2	4

# Next part (3 carried over from the part before).
item	Compound	mHTT CaM bind	Pf apPOL block
62	COc1cc2c(cc1OC)CN(C/C=C/c1ccccc1[N+](=O)[O-])CC2	31	-1
63	Cc1nc(-c2ccccc2F)sc1C(=O)N1CCCC1	0	-7
64	O=C(Oc1ccc(C=Cc2ccncc2)cc1)c1ccc2c(c1)OCO2	-2	4
65	Cc1sc(N2C(=O)C3CC=C(Cl)CC3C2=O)c(C#N)c1C (stereo not given)	0	1
66	Cc1cccc(NC(=O)CCS(=O)(=O)c2ccc(Br)s2)c1C	-3	-1
67	CCN1c2cc(C(=O)NCc3ccc(SC)cc3)ccc2C(=O)N2CCCCC21 (stereo not given)	-47	-4
68	COCCNC(=O)C1(C)CCC(=O)N1c1ccc(OC)cc1OC (stereo not given)	2	1
69	Cc1ccc(N=C(NOCc2cccc([N+](=O)[O-])c2)c2nonc2N)cc1	27	-4
70	CCOC(=O)c1sc2nc3n(c(=O)c2c1C)CCCC3C(=O)OCC (stereo not given)	-1	.
71	CCn1ccc2c(cc(C(=O)Nc3ccc(C)c(C)c3)n2C)c1=O	2	-4
72	CC(=O)c1sc(NC(=O)c2ccco2)nc1C	0	-9
73	CN(CCNC(=O)CN1C(=O)CCCc2ccccc21)C1CCCCC1	-3	-4
74	Cn1cnc(S(=O)(=O)NCc2csc3ccc(Cl)cc23)c1	.	-4
75	CN(C)c1ccc([N+](=O)[O-])cc1/C=C1\C(=O)NN(c2ccc(F)cc2)C1=O	10	6
76	Cc1ccc(-c2c(C(=O)NCCN3CCN(c4ccccc4)CC3)oc(=O)c3ccccc23)cc1	54*	-1
77	O=C(CSc1ccncc1)N1CCc2cc(-c3ccno3)ccc21	7	-6
78	COc1ccc(-c2ncc3c(n2)CCN(C(=O)Nc2ccc(Cl)cc2)C3)cc1	-7	-6
79	O=S(=O)(NCc1ccc(F)cc1F)c1ccc(F)cc1F	.	-12
80	CCNS(=O)(=O)c1cc(OC)ccc1OC	-4	-13
81	COc1cccc(/C=C2\C(=O)Nc3ccc(Br)cc32)c1OC	89*	4
82	O=C(Nc1cccnc1)c1ccc(Cl)c(S(=O)(=O)N2CCOCC2)c1	-7	5
83	COc1ccc(Cl)cc1NC(=O)c1sc2ccccc2c1Cl	1	-3
84	COc1ccc(NCc2ccc(OC)c(OC)c2)cc1	11	10
85	Cc1cc(F)ccc1NC(=O)C1CCc2nc(N3CCOCC3)ncc2C1 (stereo not given)	6	-11
86	CCCCC(=O)NCc1ccc(OC)cc1	0	-1
87	O=[N+]([O-])C(/C=C(\Cl)[N+](=O)[O-])=C(N1CCCC1)N1CCCC1	10	-2
88	COC(=O)C1CN(Cc2ccc(OC)cc2)CCS(=O)(=O)N1Cc1ccccc1 (stereo not given)	-4	-5
89	CC(=NC(N)=Nc1nc(C)c2ccccc2n1)c1ccccc1C(=O)O	7	-8
90	CCN1CCc2c(sc(NC(=O)Nc3ccc(Cl)c(Cl)c3)c2C(N)=O)C1	85*	0
91	COc1cc2ccccc2c(=O)c2ccsc12	.	4
92	O=C(O)CCCCNS(=O)(=O)c1ccccc1C(F)(F)F	-6	-4
93	C=CCN1C(=O)S/C(=C\c2ccc(N3CCCC3)o2)C1=O	34	2
94	CCC1CCCCN1S(=O)(=O)c1ccc(C(=O)Nc2nnc(-c3cccc(OC)c3)o2)cc1 (stereo not given)	3	-8
95	CCN(CC)c1ccc(/C=C2\N=C(c3cccc([N+](=O)[O-])c3)OC2=O)cc1	9	-13
96	CCc1ccccc1NC(=O)CN(c1cc(OC)ccc1OC)S(=O)(=O)c1ccccc1	7	-5
97	CC(=O)Nc1cccc2c(C(=O)N3CCCC3)ccnc12	2	-1
98	COc1ccccc1NC(=O)CSc1nc2ccsc2c(=O)n1-c1ccc(F)cc1	2	-1
99	CSCCC(NC(=O)C1CCC(C)CC1)C(=O)NCc1ccccn1 (stereo not given)	4	-10
100	CC(C)CCNS(=O)(=O)c1ccc(F)cc1	-9	-5
101	N#C/C(=C\c1cc(Br)c(O)c(Br)c1)c1nc2ccccc2[nH]1	23	-1
102	CC(C)NC(=O)C1CCN(c2nc3ccccc3n2C2CCCC2)CC1	27	0
103	O=C1OC(c2cccc(Cl)c2Cl)=N/C1=C\c1ccc([N+](=O)[O-])cc1	-5	6
104	CC1=C(C)CC(C(=O)Nc2ccccc2Br)C(C(=O)O)C1 (stereo not given)	2	-3

# Ordered by formula weight (largest number first): 3 of the compounds above.
item	Compound	mHTT CaM bind	Pf apPOL block
45	Cc1nc(NC(=O)C(C)Cn2nc(-c3cccs3)ccc2=O)sc1C(=O)N(C)C (stereo not given)	-5	-8
34	CCNC(=O)C1Cc2ccc(OC)cc2N2CCN(c3ccccc3OC)CC12 (stereo not given)	47	-1
60	Clc1ccccc1C1C=C(c2ccccc2)Nc2ncnn21 (stereo not given)	-1	6

# The listing continues:
item	Compound	mHTT CaM bind	Pf apPOL block
105	C=CCn1c(SCc2ccc3c(c2)OCO3)nc2sc3c(c2c1=O)CC(C)(C)OC3	-3	8
106	C=CCn1c(SCC(=O)c2cccc([N+](=O)[O-])c2)nnc1-c1cccnc1	1	-11
107	CCOc1ccc(-n2c(CN3CCN(C(=O)NC(C)CC)CC3)nc3cccnc32)cc1 (stereo not given)	15	-3
108	Cc1nc(-n2cccc2)sc1C(=O)Nc1cccc(-c2ccc(N3CCOCC3)nn2)c1	30	-3
109	Cc1cccc2c1C(=O)NC1(CCN(C(=O)c3ccccc3Cl)CC1)N2	-8	-6
110	O=C1Cc2cccc3cccc1c23	1	-27
111	CCCCNC(=O)n1cc(Cl)cn1	-6	.
112	N#CC1=C(N)Oc2n[nH]c(-c3cccc([N+](=O)[O-])c3)c2C12C(=O)Nc1ccc(F)cc12 (stereo not given)	10	-4
113	Cc1ccc(N2CC(C(=O)NCc3cccc(C(F)(F)F)c3)CC2=O)cc1 (stereo not given)	-3	-5
114	O=C(Nc1cccc(-c2nc3ccccc3o2)c1)c1cccc([N+](=O)[O-])c1	-12	-4
115	Cn1cccc1C(=O)N1CCCC(COc2ccc(C(=O)N3CCOCC3)cc2)C1 (stereo not given)	4	-3

# 3 records picked at random from those above, as already listed:
item	Compound	mHTT CaM bind	Pf apPOL block
105	C=CCn1c(SCc2ccc3c(c2)OCO3)nc2sc3c(c2c1=O)CC(C)(C)OC3	-3	8
115	Cn1cccc1C(=O)N1CCCC(COc2ccc(C(=O)N3CCOCC3)cc2)C1 (stereo not given)	4	-3
113	Cc1ccc(N2CC(C(=O)NCc3cccc(C(F)(F)F)c3)CC2=O)cc1 (stereo not given)	-3	-5
